CCHF vOTU inh – CCHFV vOTU protease inhibitors, primary screen, biochemical, Pep-AMC substrate, fluorescence; Crimean-Congo hemorrhagic fever virus L polyprotein viral ovarian tumor (vOTU) protease …; AID 651958, 2012; actives 0.55% (n = 370,000); inhibition, % at 11.5 µM; in the data active = inhibition above about 30%; also: 0% = vehicle wells with enzyme and 100% = no enzyme wells
PrPC TRFRET – inhibitors of human cell surface prion protein PrPC, primary screen, cell-based, TR-FRET; TR-FRET read-out; inhibition, % at 13.8 µM; actives 0.43% (n = 370,000); in the data active = inhibition above about 24%; also: 0% = median of the test wells and 100% = reference compound wells
* marks the source's active call; other numbers are inactive results.

Every second line gives: CCHF vOTU inh | PrPC TRFRET
CN(C)S(=O)(=O)c1cccc(C(=O)N/N=C\c2ccccc2[N+](=O)[O-])c1
    1 | -27
Fc1ccc(-c2cc(-c3nnc4sc(-c5ccco5)nn34)[nH]n2)cc1
    4 | 8
C#CCNC(=O)C[C@H]1C[C@@]2(C(=O)OC)C(=C[C@H](COCc3ccccc3)O[C@@H]2C)N(Cc2ccccc2)C1=O
    -1 | -4
O=C1CSc2ccc(C(=O)N3CCCC(C(=O)N4CCCC4)C3)cc2N1 (stereo unspecified)
    -3 | -11
Cc1ccc(CN2CCCCC(NC(=O)c3cccc(C(F)(F)F)c3)C2=O)cc1 (stereo unspecified)
    10 | 7
CCOC(=O)N1C(=O)C[C@](Sc2ccc(OC)cc2)(C(=O)N2CCCC2)[C@H]1c1ccc(OC)cc1
    3 | 1
CCOC(=O)[C@]12CCCC3=C1N(CCC3)C(=O)[C@@H](CC(=O)NCc1cccs1)C2
    -7 | 0
Cn1ccnc1C(=O)O[C@@H]1CCC[C@@]2(C(=O)N(Cc3ccccc3)c3ccccc32)[C@H]1NC(=O)CCc1ccccc1
    4 | 8
COc1ccc2c(c1)CO[C@H]([C@H](O)COC(C)=O)[C@H]2/C=C/c1ccccc1
    -2 | -5
C/C=C/C(=O)N1CCC(C(=O)NCC2COc3ccccc3O2)CC1 (stereo unspecified)
    -7 | -1
CN(Cc1cn(Cc2ccccc2)nn1)S(=O)(=O)c1ccccc1Br
    -1 | 2
CC(C)C(C#CC1CC1)N(Cc1ccc2c(c1)OCO2)C(N)=NC(=O)/C=C/c1ccccc1 (stereo unspecified)
    11 | 2
O=S1(=O)c2ccc(Br)cc2OC[C@@H](c2ccccc2)N1Cc1cn(Cc2ccccc2)nn1
    -6 | 8
COc1ccc(C(=O)OCCN(C)C2CN(Cc3cn(Cc4cccc(C)c4)nn3)S(=O)(=O)C2)cc1OC (stereo unspecified)
    -2 | 6
c1ccc(-c2ccc(C3=Nn4c(nnc4-c4ccncc4)SC3)cc2)cc1
    0 | -22
O=C(c1cccc(C(F)(F)F)c1)N1CC[C@H]2[C@H](CCCN2Cc2ccccc2)C1
    2 | -6
O=C(C1CCC1)N1CCc2cc(S(=O)(=O)C3CCN(Cc4ccc(F)cc4)CC3)ccc21
    5 | -6
CC1=NOC(=O)/C1=C/c1ccc(N(C)C)cc1
    3 | -3
COc1cc(NC(=O)C2CCCN(S(=O)(=O)c3ccc(Br)s3)C2)cc(OC)c1 (stereo unspecified)
    -2 | 7
O=C(N1CCOCC1)N1CC[C@H]2[C@H](CCCN2Cc2ccccc2)C1
    3 | -10
O=S1(=O)CC2c3ccc(F)cc3CN2CN1CCc1ccccc1 (stereo unspecified)
    -5 | -1
C=CCN1[C@@H](CC(C)C)COc2cccc(F)c2S1(=O)=O
    8 | -10
CCCC[C@H]1C2CC(OC(=O)Nc3cccc(Br)c3)C(C2)[C@H]2CCCCN21 (stereo partly specified)
    5 | 6
CCOc1ccc(-n2c(SCC(=O)Nc3cc(C)c(NC(=O)c4ccccc4)cc3OC)nnc2-c2ccncc2)cc1
    -3 | 3
O=S1(=O)c2ccc(N3CC[C@@H](O)C3)cc2OCCCN1C1CC1
    -7 | 2
Fc1ccccc1Cn1ccc2ccc(-c3ccc4ccn(Cc5ccccc5F)c4c3)cc21
    -6 | -6
O=C(Nc1ccccc1[N+](=O)[O-])NC1CCCCN(Cc2cccc(Cl)c2)C1=O (stereo unspecified)
    14 | 4
CSCCCNC(=O)C1CCN(S(=O)(=O)c2ccc3[nH]c(=O)oc3c2)CC1
    -1 | -5
COC(=O)COc1ccc(S(=O)(=O)Nc2cc(OC)ccc2OC)cc1
    20 | -4
COc1ccc(S[C@]2(C(=O)N3CCOCC3)CC(=O)N(P(=O)(OC)OC)[C@@H]2c2ccc(OC)cc2)cc1
    -6 | -7
Cc1cccc(-n2c(N)c(C(=O)NCCN3CCOCC3)c3nc4ccccc4nc32)c1
    -85 | -10
COC(=O)[C@]12C[C@H](CC(=O)N3CCN(C(=O)c4ccco4)CC3)C(=O)N(Cc3ccco3)C1=C[C@H](C1CCCC1)O[C@@H]2C
    5 | -11
C=CCN1C(=O)[C@@H](CC(=O)N2CCCC2)[C@]2(C(=O)OC)CCCCC=C12
    6 | 6
CC(=O)CC[C@H]1CC[C@]2(CCCN(C(=O)C3CCCCC3)C2)O1
    -3 | -5
CC(C)(C)OC(=O)NCCc1ccccc1/C=C/S(=O)(=O)NCc1ccccc1
    4 | 9
O=C(CCn1nnc(-c2cccs2)n1)NCc1cccs1
    5 | -1
CN1C(=O)c2cc(NC(=O)Nc3ccccc3)ccc2OC[C@H]2O[C@@H](CC(=O)NC3Cc4ccccc4C3)CC[C@@H]21
    2 | -3
O=S(=O)(CC1NCCc2ccccc21)NCc1ccc(F)cc1 (stereo unspecified)
    4 | -1
CCCC[C@H]1C2CC(OC(=O)Nc3ccccc3OC)C(C2)[C@H]2CCCCN21 (stereo partly specified)
    -4 | -10
O=C(NCCc1c[nH]c2ccccc12)OCc1cn(-c2cccc(C(F)(F)F)c2)nn1
    5 | 13

Entries of single compounds, quoted from the list:
CN(Cc1cn(Cc2ccccc2)nn1)S(=O)(=O)c1ccccc1Br in the list: CCHF vOTU inh: -1; PrPC TRFRET: 2
CN(C)S(=O)(=O)c1cccc(C(=O)N/N=C\c2ccccc2[N+](=O)[O-])c1 in the list: CCHF vOTU inh: 1; PrPC TRFRET: -27

Laid out differently: results already given.
> COC(=O)COc1ccc(S(=O)(=O)Nc2cc(OC)ccc2OC)cc1
  CCHF vOTU inh = 20	PrPC TRFRET = -4
> CC(C)(C)OC(=O)NCCc1ccccc1/C=C/S(=O)(=O)NCc1ccccc1
  CCHF vOTU inh = 4	PrPC TRFRET = 9
> CSCCCNC(=O)C1CCN(S(=O)(=O)c2ccc3[nH]c(=O)oc3c2)CC1
  CCHF vOTU inh = -1	PrPC TRFRET = -5
> COc1ccc(S[C@]2(C(=O)N3CCOCC3)CC(=O)N(P(=O)(OC)OC)[C@@H]2c2ccc(OC)cc2)cc1
  CCHF vOTU inh = -6	PrPC TRFRET = -7

The list continues:
Every second line gives: CCHF vOTU inh | PrPC TRFRET
CCOC(=O)[C@@]12CCCC3=C1N(CCC3)C(=O)[C@H]2CC(=O)NCc1ccc(OC)c(OC)c1
    -2 | 5
Cc1ccc(-n2c(/C=C/c3ccc4c(c3)OCO4)nc3ccccc3c2=O)cc1
    8 | -4
COc1cc2c(cc1NC(=O)CSc1nnc(-c3ccccc3F)n1-c1ccc(C)cc1)oc1ccccc12
    12 | -4
CCCCOc1ccc(C(=O)NC2CCCCN(Cc3ccc(Cl)cc3)C2=O)cc1 (stereo unspecified)
    25 | 15
COc1ccc(OC)c(S(=O)(=O)N2CCCCC2C(=O)N2CCN(c3ccccc3F)CC2)c1 (stereo unspecified)
    -1 | -7
C=CCOC(=O)N[C@H](c1ccc2ccccc2c1)[C@H](C)/C=C/CC(=O)OC
    4 | 7
O=S1(=O)c2c(cccc2N2CCC[C@H]2CO)OCCCN1C1CC1
    -5 | -5
Cc1cccc(NC(=O)CSc2nc3ccc(NC(=O)CSc4nnnn4-c4ccccc4)cc3s2)c1C
    -2 | 0
C=CCN1[C@H](CC(C)C)COc2cccc(N3CCCC3)c2S1(=O)=O
    6 | 1
CCOC(=O)[C@]12CCCC3=C1N(CCC3)C(=O)[C@@H](CC(=O)NCCC(C)C)C2
    1 | 2
O=C(N[C@H]1CC[C@@H]2SC[C@@H](C(=O)O)N2C1=O)OCC1c2ccccc2-c2ccccc21
    4 | 8
Cc1nc2ccc(S(=O)(=O)NCC(=O)NCc3ccccc3C)cc2s1
    0 | -3
Clc1ccc([C@H]2OC[C@@]3(CNC4CCCCC4)CS[C@H](c4ccc(Cl)cc4)N23)cc1
    10 | 7
O=C(CSc1nnc(SCc2cccc3ccccc23)s1)c1ccc(F)cc1
    1 | 2
CCN(CCNC(=O)[C@H]1C=C(OC)C(=O)C[C@H](c2ccccc2)[C@H]1C)C(C)=O
    1 | -2
O=C(NCCc1ccccc1F)c1cc2ccccn2n1
    -5 | 7
O=C(NCCNC(=O)c1cc(OCC(F)(F)F)ccc1OCC(F)(F)F)Nc1ccc(Cl)cc1
    10 | 10
Cc1c(N/C(=N/S(=O)(=O)c2ccc(Cl)cc2)c2ccccc2)c(=O)n(-c2ccccc2)n1C
    0 | -3
COc1ccc(C(=O)C[n+]2ccc3c(c2)nc(Cc2ccccc2)n3C)cc1
    10 | -11
CC(C)(C)C(=O)NC1CCCCN(Cc2cccc(Cl)c2)C1=O (stereo unspecified)
    -6 | -1

2 of these compounds in another layout.
smiles: O=C(NCCc1ccccc1F)c1cc2ccccn2n1
  CCHF vOTU inh = -5 | PrPC TRFRET = 7

smiles: CCOC(=O)[C@@]12CCCC3=C1N(CCC3)C(=O)[C@H]2CC(=O)NCc1ccc(OC)c(OC)c1
  CCHF vOTU inh = -2 | PrPC TRFRET = 5

The results go on:
molecule	CCHF vOTU inh	PrPC TRFRET
COC(=O)c1ccc(C=NNC(=O)c2cc(-c3ccc(C)c(C)c3)n[nH]2)cc1	2	4
CCCCCOC(=O)Nc1nc(=O)n([C@@H]2O[C@H](C)[C@@H](O)[C@H]2O)cc1F	-13	0
Cc1ccc(CN2CCCCC(NC(=O)Cc3cccs3)C2=O)cc1 (stereo unspecified)	4	3
CCOC(=O)[C@]12CCCCC/C=C\1N(CCc1ccc(Cl)cc1)C(=O)[C@H]2CC(=O)N1CCN(C(=O)C2CC2)CC1	7	2
CN(CCO)c1ccc2c(c1)Oc1ccccc1CN(Cc1cn(Cc3ccccc3C(F)(F)F)nn1)S2(=O)=O	11	-1
O=C(OCc1cn(Cc2c(F)cccc2F)nn1)N1CCOCC1	-7	0
CC(C)(C)C(=O)OC12CCCN(C1)/C(=C/c1ccc(C#N)cc1)C2 (stereo unspecified)	4	10
O=C(c1cccs1)n1ccc2ccc(-c3ccc4ccn(Cc5ccccc5)c4c3)cc21	8	2
C=CCN1C(=O)[C@@H](CC(=O)N2CCSCC2)[C@]2(C(=O)OC)CCCCC=C12	3	-3
CCCC(=O)Nc1cc(C)c(NC(=O)Cc2ccccc2)cn1	-4	-7
CC[C@H](CCCCCCCn1ccc2ccccc21)CCC(=O)N(c1ccccc1)c1ccccc1	1	-6
O=C(CN1C(=O)CCSc2ccccc21)Nc1ccc(Cl)cc1	6	-4
CCCCNC(=O)NCC1CCN(Cc2ccc(OC)cc2)CC1	7	5
O=C(CCc1ccccc1)N[C@H]1[C@H](OCc2ccccc2)CCC[C@@]12C(=O)N(Cc1ccccc1)c1ccc(-c3cnccn3)cc12	-6	0
CCn1c(=O)n(CC(=O)N2CCN(c3ccc(F)cc3)CC2)c(=O)c2ccccc21	-1	-2
CCOC(=O)C1=NOC(C(=O)Nc2nccs2)(C(=O)C2CC2)C1 (stereo unspecified)	0	7
COc1ccc([C@H]2OC(=O)C[C@H]2C(=O)N2CCN(c3ccccc3C(F)(F)F)CC2)cc1OC	-4	1
C=CCN1[C@H](C)COc2cccc(F)c2S1(=O)=O	9	-5
O=C(C1CCCN(S(=O)(=O)c2ccc(Br)s2)C1)N1CCN(Cc2ccccc2)CC1 (stereo unspecified)	-4	-3
CCOC(=O)CCCNC(=O)OCCCN1CCC2(CCC(c3ccccc3)CC2)C1=O (stereo unspecified)	-2	3
CC(C)Oc1cccc(-c2n[nH]c(=S)n2N=Cc2cccc([N+](=O)[O-])c2)c1	10	3
C=CCN1C(=O)[C@@H](CC(=O)N2CCN(C(=O)c3ccco3)CC2)[C@]2(C(=O)OC)CCCCC=C12	2	-5
CCCCCCCCN1C(=O)[C@@H](CC(=O)NCC23CC4CC(CC(C4)C2)C3)C[C@@]2(C(=O)OC)C1=C[C@H](COCc1ccccc1)O[C@@H]2C	19	-2
CC(C)N1CCCCC(NC(=O)c2cccc(F)c2)C1=O (stereo unspecified)	-7	0
CC(C)CNC(=O)OCc1cn(Cc2ccc(F)cc2)nn1	-5	-1
O=C(NCCN1CCC(Cc2ccccc2)CC1)C1CCCN(S(=O)(=O)c2ccccc2)C1 (stereo unspecified)	-2	11
C=C(C)Cn1c(SCC(=O)N/N=C(\C)c2ccc(Br)cc2)nnc1-c1ccc(Br)cc1	9	-8
CC(=O)Nc1ccc(/C=N\NC(=O)c2cccc(S(=O)(=O)N(C)C)c2)cc1	7	8
CCCNC(=O)N1CC[C@H]2[C@@H]1c1cc(-c3ccc(F)cc3)ccc1N(C)[C@H]2CO	-5	-11
COC(=O)[C@]12CCCCC=C1N(Cc1ccc(OC)cc1)C(=O)[C@@H]2CC(=O)NCc1cccc(C(F)(F)F)c1	14	9
CCOC(=O)C1(Cc2ccccc2)CCN(Cc2ccnc3ccccc23)CC1	6	6
COC(=O)[C@]12C[C@H](CC(=O)N3CCCC3)C(=O)N(CCC3=CCCCC3)C1=C[C@H](C1CCCC1)O[C@@H]2C	22	6
O=C1c2ccccc2C(O)(Cc2ccccc2)N1C1CCCCC1 (stereo unspecified)	-2	-5
O=C(N1CCOCC1)N1CC[C@H]2[C@H](CCCN2Cc2ccc(F)cc2)C1	-2	-6
CC(C)CNC(=O)OCc1cn(Cc2ccc(F)c(F)c2)nn1	8	5
CCOC(=O)[C@@]12CCCC3=C1N(CCC3)C(=O)[C@H]2CC(=O)NCCc1ccccc1OC	6	-10
COC(=O)C(C[N+](=O)[O-])C1=C(O)CC(C)(C)CC1=O (stereo unspecified)	4	-3
N#CCC[C@H]1CC[C@]2(CCCN(C(=O)c3ccco3)C2)O1	2	7
COc1cccc(N2CCN(C(=O)COc3cc(=O)n(C)c4ccccc34)CC2)c1	1	-4
O=C(Nc1cccc(F)c1)OC1CC2CC1[C@H]1CCCCN1[C@H]2Cc1ccccc1 (stereo partly specified)	-2	-9
COc1ccc(S(=O)(=O)C(C#N)c2nc3ccccc3nc2N2CCC(C)CC2)cc1 (stereo unspecified)	-4	-7

Source: PubChem BioAssay (The Scripps Research Institute Molecular Screening Center)

Not all compounds are listed (hit frequency here may not be typical).
